# Screening results as filed in PubChem.
# Pf Dd2 inh – inhibitors of Plasmodium falciparum Dd2 growth. P. falciparum Dd2 growth, SYBR Green, 72 h. Potency, µM (highest dose often 28.9 µM), without a hit: top-dose activity, negative = inhibition, hits mostly inhibitors. 120,000 tested, 4.3% active. AID 1347417; active = well fitted inhibition curve with a large enough effect; inconclusive = small, poorly fitted or top-dose-only effect; inactive = no such curve, though single readings can be large or run the other way;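 note: plate controls were DMSO vehicle for no effect and reference drug for full effect; nearly all actives have a fitted effect of over 65% in size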
#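 Infected erythrocytes (Dd2, 0.3% parasitemia, 2.5% hematocrit final) are added to compound in RPMI-1640/Albumax II medium, grown 72 h at 37C in low oxygen, then lysed with saponin/Triton-X containing SYBR Green and read by fluorescence.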
# An asterisk follows results filed as active; i = inactive; ? = inconclusive; [ ] = remark or other dose. Potency is the fitted concentration of half-maximal effect. An excerpt; rates above refer to the full screens.
mol | Pf Dd2 inh
CC(C)n1cc(C(=O)N2C[C@@H](CN3CCOCC3)[C@@H](CO)C2)cn1 | -8%
CN1C(=O)C2(CCCN(c3ncnc4[nH]ccc34)C2)c2ccccc21 (stereo not given) | -18%
CC(C)C(=O)N1CCCCCNC(=O)[C@@H]2CCCC[C@@H]21 | 16%
COCC(=O)N1CCN(C(=O)Nc2ccccc2)C[C@H]1C(=O)N[C@H](Cc1c[nH]c2ccccc12)C(N)=O | -25%
Cc1ccccc1N(C)C1CN(Cc2cncs2)C1 | ?
O=C1N[C@@H](Cc2cccs2)C(=O)N2CC[C@H](NS(=O)(=O)c3cccs3)C[C@@H]12 | -10%[44.1 µM]
CN(C)C[C@@H]1CN(c2ccncn2)C[C@H]1NC(=O)c1ccc(Br)o1 | 26%
CCOc1ccc(-c2cc3c(=O)n(CC(=O)NCc4ccc(C)cc4)ccn3n2)cc1 | 60%[activator]
CCOC(=O)c1ccc(-c2ccc(/C=C(\C#N)C(=O)Nc3c(C)cccc3Cl)o2)cc1 | i
O=C(c1ccncc1)N1CCC2(CC1)NCCc1c2[nH]c2ccccc12 | i
CC(=O)Nc1ccc(OCC(=O)NCCc2cccs2)nc1 | 2%
COc1ccc(-c2noc([C@@H]3CCCN3C(=O)c3cc4ccccc4[nH]3)n2)cc1OC | ?
CCC1Oc2ccccc2N(CC(=O)NCc2ccccc2)C1=O (stereo not given) | -2%
CN(C)[C@@H]1CN(C(=O)Cc2ccccc2)CCC1(O)c1ccccc1 (stereo not given in full) | i[5.79 µM]
CN(Cc1ccc(C2CC(=O)Nc3n[nH]c(C4CCC4)c32)o1)S(C)(=O)=O (stereo not given) | ?
COCCNc1ncccc1-c1noc([C@@H]2CCCN2Cc2ccc3c(c2)OCO3)n1 | -24%[44.1 µM]
CC(C)NC(=O)N1[C@H]2CC[C@@H]1c1cncnc1C2 | -8%
Cc1cc2[nH]c(=O)c(=O)[nH]c2cc1S(=O)(=O)N1CCN(c2cccc(Cl)c2)CC1 | -8%
Cc1nc([C@@H]2CN(Cc3ccc(C(F)(F)F)cc3)C[C@H]2C(N)=O)n[nH]1 | ?
Cc1ccccc1S(=O)(=O)N1C[C@@H](Oc2cccnc2)C[C@@H]1C(=O)N1CCOCC1 | -9%
CN1C(=O)CC(C(=O)O)C12CCN(C(=O)Nc1ccccc1)CC2 (stereo not given) | 3%
CCOc1ccc(NC(=O)CSc2oc(-c3ccc(C)cc3)nc2S(=O)(=O)c2ccc(C)cc2)cc1 | ?
CCCCCNC(=O)CC(c1cccc(OC)c1OC)c1c[nH]c2c(CC)cccc12 (stereo not given) | -21%
CN(C)[C@@H]1CO[C@H](CNC(=O)c2ccccc2)[C@H]1O | 19%[44.1 µM]
COCCn1c(CN(C)Cc2sccc2C)cnc1S(=O)(=O)CC1CCCCC1 | ?
CO[C@H]1COCCN(C(=O)c2ccc(C#N)cc2)C1 | 19%[44.1 µM]
O=C(CC1CCCC1)Nc1ccc2ncnc(N3CCCCC3)c2c1 | -3%
Cc1noc(C)c1C(=O)NC1CC(=O)N(Cc2cccc(F)c2)C1 (stereo not given) | -27%
COc1ccc(NC(=O)N2C[C@@H]3C[C@H](C2)c2c(NC(=O)C4CCCCC4)ccc(=O)n2C3)cc1 | 6%
CCOC(=O)c1ccccc1Nc1nc2ccc(C)cc2n2nnnc12 | ?
COc1ccc(OC2CCN(C(C)=O)CC2)c(C(=O)NCc2cc3ccccc3[nH]2)c1 | i
O=C(NC1CCCCC1)N1Cc2[nH]cnc2C[C@H]1c1nc(-c2ccc3c(c2)OCO3)no1 | ?
CC1=C[C@@H](CNS(=O)(=O)c2cccc(C#N)c2)[C@H](C(C)C)C[C@H]1CC(=O)Nc1ccccn1 | -21%
CC(C)NC(=O)N1CNC(=O)C12CCN(C(=O)[C@@H](N)c1ccccc1)CC2 | 2%
COc1cc(S(=O)(=O)n2ccnc2C(C)C)ccc1Br | i
CCN(C)S(=O)(=O)NCC1CCN(c2cnn(C)c(=O)c2)C1 (stereo not given) | 12%
CC(=O)c1ccc(NC(=O)N2C[C@@H]3C[C@H](C2)c2ccc(NC(=O)c4ccc(F)cc4)c(=O)n2C3)cc1 | 15%
N#Cc1cccc(NC(=O)N2Cc3[nH]cnc3C[C@H]2c2nc(-c3ccc(Cl)cc3)no2)c1 | ?
CC(C)N1C(=O)CO[C@H](c2ccc(NC(=O)c3cnccn3)cc2)[C@H]1CO | -18%[44.1 µM]
CCCN1CCN(CCCNC(=O)c2cc3c(s2)-c2ccccc2OC3)CC1 | i
O=C(Nc1cccc(Cl)c1)Nc1ccccc1OCc1cc(=O)n2ccccc2n1 | -1%
Cc1ccc(NC(=O)c2ccc(CN3CC(=O)N4CCCCC4C3=O)cc2)cc1 (stereo not given) | i
COCC(=O)NC[C@@H]1C=C(C)[C@H](Cc2nc3ccc(Cl)cc3[nH]2)C[C@H]1C(C)C | 2.5µM*
O=C(c1ccsc1)N1CCC2(CC1)N=C(c1ccc(Cl)cc1)NO2 | i
Cc1nnc(-c2cc(-c3ccc(N4CCOCC4)cc3)ccn2)n1C1CCCCC1 | -10%[44.1 µM]
COc1ccc(NC(=O)CSc2nc(-c3cccs3)cc(C(F)(F)F)n2)cc1OC | 5%
CCOc1ccc2c(c1)c(=O)c(C(=O)c1ccc3c(c1)OCO3)cn2Cc1ccc(F)cc1 | -26%
Cc1noc(C)c1S(=O)(=O)NCCc1noc(-c2ccccc2)n1 | -4%
CCc1ccc(C2=C(C)C(N3CCC(C(=O)Nc4cccc(OC)c4)CC3)=NS2(=O)=O)cc1 | i
c1csc(CN2Cc3[nH]cnc3C[C@H]2c2nc(-c3ccncc3)no2)c1 | i

# (cont.)
mol | Pf Dd2 inh
O=C1CC2(CCN(C(=O)c3ccccc3)CC2)Oc2cc(Cl)ccc21 | -63%
O=C(c1ccco1)N1CCC2(CC1)CN(Cc1ccccc1)CC2CO (stereo not given) | -23%
Cc1ccc(NS(=O)(=O)c2ccc3c(c2)[C@H]2C=CC[C@H]2[C@@H](c2ccc(F)cc2)N3)cc1C | ?
Cc1cccc(Cn2c(SCc3ccc(C(=O)N4CCC(C)CC4)cc3)nc3ccncc32)c1 | ?
CN(C)c1ccc(CN(C)C2CCc3ccccc3C2)cc1 (stereo not given) | ?
CN(C)Cc1nnc(C2CCN(C(=O)CCNS(C)(=O)=O)CC2)n1C | 20%
Cn1cc(CC(=O)N2CCCc3ncc(C(=O)Nc4cccc(C(F)(F)F)c4)cc32)c2ccccc21 | i
O=C(c1ccccc1F)N1CCN(C(=O)c2nnn3c2COC(c2ccc(Cl)cc2)C3)CC1 (stereo not given) | -12%
CC(=O)Nc1ccc(CN2CCC3(CC2)CNC(=O)c2ccccc2O3)cc1 | 8%
Cc1ccc(N2CCC3(CCCN3Cc3ccc(C4CCCO4)s3)CC2)nn1 (stereo not given) | i

# 2 of the compounds above, with each value named:
> Cc1ccc(NC(=O)c2ccc(CN3CC(=O)N4CCCCC4C3=O)cc2)cc1 (stereo not given)
  Pf Dd2 inh = i
> COCC(=O)NC[C@@H]1C=C(C)[C@H](Cc2nc3ccc(Cl)cc3[nH]2)C[C@H]1C(C)C
  Pf Dd2 inh = 2.5µM*

# Going on with the list:
mol | Pf Dd2 inh
OC1CCN(C2CCN(Cc3cccc(Cn4cccn4)c3)CC2)CC1 | i
COC(=O)CNC(=O)C1CCc2nnc(C3CCN([S+](=O)([O-])c4ccccc4)CC3)n21 (stereo not given) | 1%
CCCCOc1ccc(C(=O)N2CCC(Cc3nc(-c4cnccn4)no3)CC2)cc1 | -13%
O=C(NC1CC(=O)N(c2ccc(F)cc2)C1)c1ccc(S(=O)(=O)N2CCOCC2)cc1 (stereo not given) | i
Cc1ncsc1CN1C(=O)CO[C@H](c2ccc(NS(C)(=O)=O)cc2)[C@H]1CO | 31%[activator][44.1 µM]
CCOc1cc(CNCCSc2nnnn2-c2ccccc2)ccc1OC | -22%
O=C(C[C@@H]1C[C@H]2O[C@H](CNCc3ccccc3OC(F)(F)F)[C@@H](O)[C@H]2O1)N1CCOCC1 | ?
Cc1ccc(CNC(=O)CN(C)S(=O)(=O)c2ccc(Br)s2)cc1 | 9%
COc1ccc(CNC(=O)c2ccc3c(c2)nc2n3CCCCC2)cc1 | -4%
O=C(CCC1CCCN(Cc2cccnc2)C1)Nc1ccccc1F (stereo not given) | -22%
COc1ccc(-c2noc(CC3CCN(C(=O)COc4ccc(C)cc4)CC3)n2)cc1 | ?
CCCCSCCCNC(=O)c1cn(CC)c2ccc(S(=O)(=O)N3CCOCC3)cc2c1=O | -6%
O=C(NCc1nnc2n1CCCC2)[C@H]1CNC[C@H](C(=O)N2CCOCC2)C1 | -2%
O=C(Nc1ccc(F)cc1)c1ncn(-c2ccccc2)n1 | -6%
Cc1noc(C)c1[S+](=O)([O-])N1CCC2(CC1)CC(=O)N(c1ccccc1)c1ccccc1O2 | i
N#Cc1ccc(CN2CCn3c(nn(-c4ccc(F)cc4F)c3=O)C2)cc1 | -9%
CC(C)Cc1cn(CC2CCCN(C(=O)c3ccc4c(c3)CCO4)C2)nn1 (stereo not given) | -21%
Fc1cccc(-c2nnn3c2nc(NCc2ccc4c(c2)OCO4)c2ccccc23)c1 | 8%
Cc1cccc(N2CCN(C(=O)c3ccc4c(c3)N(Cc3cccc(Cl)c3)C(=O)c3ccccc3S4=O)CC2C)c1 (stereo not given) | ?
COc1ccccc1-c1nnc([C@H]2CCN(C(C)=O)C2)o1 | -18%[44.1 µM]
Cc1ccc(NC(=O)c2ccc3c(=O)n4nc(Nc5ccccc5C)sc4nc3c2)cc1C | -2%
CCN1C(=O)CCN(Cc2cccc(OC)c2OC)CC12CCOCC2 | ?
Cc1cc(C(=O)N[C@H]2[C@H](O)[C@H](O)C[C@@H]2c2ccccc2)c(C(F)(F)F)o1 | ?
COc1ccc(-c2nc3scc(CCNS(=O)(=O)c4cccc(C(C)=O)c4)n3n2)cc1 | ?
Cc1nn(CCC(=O)Nc2cccc(C#N)c2)c(C)c1S(=O)(=O)N1CCCCC1 | i
CCCC(=O)N1CCC2(CC1)CC(N(Cc1ccc(F)cc1)C1CC1)CCO2 (stereo not given) | ?
CN(CC1CCOC1)C(=O)Nc1ccccc1Cl (stereo not given) | 46%[5.79 µM]
O=C(CCC1CCN(S(=O)(=O)N2CCCC2)CC1)Nc1ccccc1Cl | ?
CCc1ccc(NC(=O)CN(c2ccc(OC)cc2)S(=O)(=O)c2c(C)[nH]c(=O)[nH]c2=O)cc1 | 64%[activator]
O=C1NCCOCCN(S(=O)(=O)c2cccs2)[C@@H]2CCCC[C@H]12 | -9%

# 4 of these compounds, reformatted.
COc1ccc(-c2nc3scc(CCNS(=O)(=O)c4cccc(C(C)=O)c4)n3n2)cc1
  Pf Dd2 inh: ?
Cc1nn(CCC(=O)Nc2cccc(C#N)c2)c(C)c1S(=O)(=O)N1CCCCC1
  Pf Dd2 inh: i
CCCC(=O)N1CCC2(CC1)CC(N(Cc1ccc(F)cc1)C1CC1)CCO2 (stereo not given)
  Pf Dd2 inh: ?
CN(CC1CCOC1)C(=O)Nc1ccccc1Cl (stereo not given)
  Pf Dd2 inh: 46%[5.79 µM]

# Next part.
mol | Pf Dd2 inh
COc1ccc(C(=O)N2[C@@H]3CC[C@H]2CC(NC(=O)c2ccncc2)C3)cc1 (stereo not given in full) | -6%
O=C1c2oc3ccc(F)cc3c(=O)c2C(c2cccc([N+](=O)[O-])c2)N1CCCN1CCOCC1 (stereo not given) | ?
CC(C)(C)C(=O)N1CCC2(CC1)OCC(C(=O)NCc1ccco1)N2C(=O)c1ccc(F)cc1 (stereo not given) | ?
CCOc1ccccc1C1NC(=O)N(CC(=O)Nc2ccccc2C(C)C)C2=C1C(=O)OC2 (stereo not given) | -2%
O=C(C1CCCC1)N1CCN(c2nc3ncccc3o2)CC1 | ?
COc1ccccc1Oc1ncccc1CNCc1c(F)cccc1Cl | ?
COc1ccc2c(c1)c1c(c(=O)n(-c3cccc(C)c3)c(=O)n1CC(=O)NCCC1=CCCCC1)n2C | 21%
C1CCC2(CC1)C(OCC1CC1)CN2C1CCNCC1 (stereo not given) | 4µM*
O=C(CCC1CCCN(C(=O)Cc2c[nH]c(=O)[nH]c2=O)C1)Nc1ccccc1F (stereo not given) | -20%
Cn1nccc1C(=O)N1C[C@@H](Oc2cccnc2)C[C@H]1C(=O)NC1CC1 | 27%
O=C1CO[C@H]2CN(Cc3ccc4c(c3)OCO4)C[C@H]2N1Cc1ccccn1 | i
CNCC(=O)N1CCC2(CC1)CN(Cc1ccccc1)CC2CO (stereo not given) | ?
CC(=O)N1CCc2nc(C(C)C)nc(-c3ccc(O)cc3)c2C1 | -14%[44.1 µM]
Cc1ccc(CNC(=O)Cn2ncc3c([nH]c4ccc(C)cc43)c2=O)cc1 | i
COc1cccc(N2C(=O)NC(=NC3CCCCC3)C23CCN([S+](=O)([O-])c2ccccc2)C3)c1 (stereo not given) | -20%
CCOC(=O)c1c(C)oc2ncnc(N3CCN(c4ccccc4F)CC3)c12 | ?
CCOCc1nc(C2CCCN(C(=O)Nc3ccccc3)C2)no1 (stereo not given) | -24%
Cc1ccc2c(C(=O)NCc3ccc(F)c(Cl)c3)cc(NC(=O)C(C)C)cc2n1 | ?
Cc1ccc(Cl)cc1NC(=O)CSc1nc2ccccc2c2nc(-c3ccccc3)nn12 | 27%
COc1ccc(N2CCN(C(=O)COCc3cc(-c4ccc5c(c4)OCO5)on3)CC2)cc1 | i
O=C(Cc1cccc(Cl)c1)N1CCC([C@@H]2CNC[C@H]2CO)CC1 | 17%
